Screening results deposited in PubChem BioAssay by National Center for Advancing Translational Sciences (NCATS).
Nrf2 inh: Nrf2 pathway inhibition | AID 504444 | Potency, µM (highest dose often 46 µM), for the others: at the highest dose activity change, negative = inhibition, actives largely listed as inhibitors | A549 ARE-Fluc reporter, luciferase luminescence, 18-24 h | 360,000 tested, 2.1% active; note: potency is the fitted concentration of half-maximal effect; % is set by controls: 0 for no effect and ±100 for the full control effect; nearly all actives have a fitted effect of over 60% in size
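Reporter: ARE-Fluc in A549. Exposure: 18-24 h, 37 °C, 5% CO2, 5% FBS OPTI-MEM. Readouts: fluorescent cytotoxicity (CellTiter-Fluor), then luminescent Nrf2 signal after BugLite.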
CCT modulator: changes cytosolic chaperonin activity; purified chaperonin ATPase assay, HTRF ADP detection, 30 min; activity change, % (concentration not given with the values), hits read low; 360,000 tested, 0.3% active; in the data active = activity change below about -30%; note: % is set by controls: 0 for no effect and ±100 for the full control effect
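TRiC (40 or 20 nM final, by batch activity) in 30 mM Tris pH 7.4, 100 mM KCl, 5 mM MgCl2, 1 mM DTT was treated with compound at 76 uM single dose, then 10 uM ATP, 30 min at 37 °C. ADP was read by HTRF Transcreener.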
EPAC2 ag: agonists of human EPAC2 (RAPGEF4); 360,000 tested, 0.079% active; Potency, µM (series often up to 154 µM), inactives show at the top dose activation, hits mostly activators; EPAC2 activation, biochemical qHTS; response scale: 100% = 6.5 mM cAMP response; AID 720711; note: potency is the fitted concentration of half-maximal effect; nearly all actives have a fitted effect of over 50% in size
Target sequence (Q8WZA2 whole entry, looked up): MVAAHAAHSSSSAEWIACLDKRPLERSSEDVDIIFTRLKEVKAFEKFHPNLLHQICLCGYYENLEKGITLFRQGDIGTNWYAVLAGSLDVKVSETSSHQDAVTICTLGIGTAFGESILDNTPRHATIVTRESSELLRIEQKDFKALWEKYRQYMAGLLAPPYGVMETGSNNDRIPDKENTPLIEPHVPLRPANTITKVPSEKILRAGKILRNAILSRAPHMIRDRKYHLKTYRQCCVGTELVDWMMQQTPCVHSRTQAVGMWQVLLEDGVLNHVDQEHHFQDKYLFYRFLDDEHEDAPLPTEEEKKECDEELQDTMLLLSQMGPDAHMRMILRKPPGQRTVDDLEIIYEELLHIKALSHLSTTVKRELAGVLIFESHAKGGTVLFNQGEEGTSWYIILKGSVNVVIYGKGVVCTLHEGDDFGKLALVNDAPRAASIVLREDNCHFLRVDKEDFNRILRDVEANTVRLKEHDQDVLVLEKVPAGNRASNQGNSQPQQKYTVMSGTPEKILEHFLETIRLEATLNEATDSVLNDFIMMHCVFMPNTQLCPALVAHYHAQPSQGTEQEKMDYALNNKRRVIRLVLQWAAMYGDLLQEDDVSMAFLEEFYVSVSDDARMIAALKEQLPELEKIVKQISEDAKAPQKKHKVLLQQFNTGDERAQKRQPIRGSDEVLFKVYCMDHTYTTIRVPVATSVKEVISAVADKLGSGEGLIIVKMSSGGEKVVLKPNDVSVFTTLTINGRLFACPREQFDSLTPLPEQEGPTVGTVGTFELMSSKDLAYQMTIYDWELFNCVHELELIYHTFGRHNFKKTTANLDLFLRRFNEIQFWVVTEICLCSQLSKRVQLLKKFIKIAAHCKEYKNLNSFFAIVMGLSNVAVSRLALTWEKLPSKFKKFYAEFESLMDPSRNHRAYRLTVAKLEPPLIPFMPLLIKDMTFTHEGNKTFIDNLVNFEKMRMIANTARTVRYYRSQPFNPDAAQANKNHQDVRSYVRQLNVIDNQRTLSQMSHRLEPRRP
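Compounds were added across a concentration range to EPAC2 (100 nM), RAP1B-BODIPY-GDP (250 nM) and GDP (50 uM). After 5 min at room temperature, fluorescence was recorded at 5-min intervals for 30 min.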
A549 tox: A549 cytotoxicity, counter-screen for Nrf2 inhibitors; 390,000 tested, 0.16% active; Potency, µM (top dose mostly 46 µM), for the others: top-dose activity change, negative = cytotoxicity, most hits filed as inhibitors; A549 ARE-Fluc cells, CellTiter-Fluor viability, 18-24 h; note: potency is the fitted concentration of half-maximal effect; % is set by controls: 0 for no effect and ±100 for the full control effect
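Cytotoxicity counterscreen: CellTiter-Fluor fluorescence was measured in A549 ARE_Fluc cells after 18-24 h of compound exposure in a concentration series. The subsequent BugLite luminescent read reports ARE-luciferase activity.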
Nrf2 activator: Nrf2 pathway activation; 410,000 tested, 0.31% active; Potency, µM (series often up to 46.1 µM), inactives show at the highest dose activation, hits mostly activators; AID 624171; AREc32 ARE-luciferase reporter (MCF7-derived line), luminescence, 24 h; note: potency is the fitted concentration of half-maximal effect; % of control where 0% means no effect; nearly all actives have a fitted effect of over 65% in size
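AREc32_Fluc, 1000 cells/well, OPTI-MEM + 5% FBS, o/n 37 deg C 5% CO2; 23 nL cpd by pin tool, 24 hr; Steady-Glo 30 min RT, luminescence.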
EPAC2 antagonist: EPAC2 (human) antagonism; Q8WZA2; Potency, µM (highest dose often 114 µM), for the others: at the top dose activity, negative = inhibition, actives largely listed as inhibitors; 360,000 tested, 0.18% active; EPAC2 GEF exchange of Rap1B-BODIPY-GDP, fluorescence; note: potency is the fitted concentration of half-maximal effect; % is set by controls: 0 for no effect and ±100 for the full control effect; nearly all actives have a fitted effect of over 45% in size; many of its hits are not listed in these tables
TGFb SMAD3 inh: blocks TGF-b signaling; AID 588855; Potency, µM (series often up to 46.1 µM), without a hit: top-dose activity, negative = inhibition, actives largely listed as inhibitors; HepG2 CAGA-GFP TGF-b/SMAD3 reporter, GFP fluorescence, 18 h; TGF-beta stimulated, 500 pg/mL final; 410,000 tested, 1.2% active; note: potency is the fitted concentration of half-maximal effect; % is set by controls: 0 for no effect and ±100 for the full control effect; nearly all actives have a fitted effect of over 65% in size
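Per well, imaged GFP fluorescence of HEPG2 CAGA-GFP cells gives the signal; cells get compound, then TGF-beta (500 pg/mL final), 18 h at 37 degrees C; %Activity versus -TGF-beta and +DMSO controls.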
pAkt inh: Akt phosphorylation inhibition | Neuro2A IGF-stimulated pAkt S473 HTRF, 20 min; hits give low values | AID 651550 | 360,000 tested, 0.32% active | activity change, % for hits at 50 µM; in the data active = activity change below about -80%; inconclusive = mostly about -51% to -80%; note: % is set by controls: 0 for no effect and ±100 for the full control effect
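Neuro2A cells (4,500/well, DMEM with 0.5% FBS) were treated with compound at a single 50 µM final concentration, stimulated with 6 nM IGF for 20 min at 37 °C, and lysed. Phospho-Akt Ser473 was read by HTRF as 665/615 ratio ×10^4.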
Mm-Cpn inhibitor: blocks the Methanococcus maripaludis chaperonin Mm-Cpn | purified Mm-Cpn ATPase, ADP Transcreener TR-FRET | Potency, µM (titrated, usually from 76.9 µM), inactives show at the highest dose activity, negative = inhibition, most hits filed as inhibitors | 330,000 tested, 0.031% active | AID 504842; note: potency is the fitted concentration of half-maximal effect; % is set by controls: 0 for no effect and ±100 for the full control effect; nearly all actives have a fitted effect of over 80% in size
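Quantitative HTS used 25 nM Mm-CPN and 10 uM ATP in magnesium/KCl Tris buffer, pH 7.4, with 1 mM DTT. Hydrolysis ran 30 min at 37°C; ADP was read by HTRF.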
* = called active by the depositor; i = inactive; ? = inconclusive; . = no result given; & = joins results of further samples; [ ] = dose if it differs, or a comment. Unless noted, calls come from the whole dose curve; as a rule, active = well fitted curve in the direction sought with a large enough effect; inconclusive = small, poorly fitted or top-dose-only effect, or another doubt; inactive = no such curve, though single readings can be large; an effect the other way counts as inactive or inconclusive. This is a subset; the hit share may differ from the screen's.

Molecule | EPAC2 ag | Nrf2 activator | Mm-Cpn inhibitor | A549 tox | pAkt inh | EPAC2 antagonist | Nrf2 inh | CCT modulator | TGFb SMAD3 inh
CC(C)CC(=O)NC(=S)Nc1ccc(F)cc1F | 3% | 4.5% | 2% | 2% | i | -3% | ? | 0.3 | -20%
O=c1oc2ccccc2c2c1cnc1ccccc12 | -2% | 0.6% | 4% | -3% | i | -9% | 9% | 0.5 | 0%
CCOC(=O)c1ccc(NC2c3ccccc3C(=O)N2c2ccc(C)cn2)cc1 (stereo not drawn) | 23% | -0.4% | 0% | -2% | i | -12% | ? | -0.6 | -4%
CCOc1ccc(OCC)c(-c2c(=O)n(OCc3ccc(Cl)cc3)c3ccccc3[n+]2[O-])c1 | -2% | -0.5% | -1% | ? | i | 1% | ? | 1.2 | -1%
CCOc1ccc(NC(=S)N2CCc3cc(OC)c(OC)cc3C2COc2ccc3c(C)cc(=O)oc3c2)cc1 (stereo not drawn) | -4% | -0.3% | -5% | 8% | i | -3% | -17% | -0.9 | -1%
O=C(Cc1ccccc1)NN1CCCCC1 | 4% | 0.2% | 2% | 0% | i | -3% | 3% | -1.4 | 2%
CCc1ccc(OCc2nnc(SCC(=O)Nc3cccc(C(=O)N4CCOCC4)c3)o2)cc1 | 9% | 0.4% | 0% | 18% | i | -5% | 2% | -3.5 | -4%
Cn1c(CC2Sc3ccccc3NC2=O)nnc1SCC(=O)c1ccc(Cl)cc1 (stereo not drawn) | 8% | 8.1% | 0% | -5% | i | -6% | -18% | 0.9 | ?
CC(C)c1ccc(N2C(=O)/C(=C/N(C)C)SC2=S)cc1 | 12% | 1.3% | -2% | -15% | i | 16% | 6% | -2.4 | -17%
CCC(=O)NCCc1nc2ccccc2[nH]1 | 5% | -0.8% | -1% | 14% | i | 2% | 3% | 0.4 | -3%
CCn1c(CC(=O)Nc2ccc(C)cc2)nnc1SCC(=O)NCc1ccccc1 | -4% | -0.4% | 0% | 3% | i | 4% | 17% | 0.0 | 12%
O=S(=O)(NCc1ccc(F)cc1)c1ccc(-c2cnc(C3CC3)o2)cc1 | -12% | -0.4%&0.6% | 1% | -8%&-1% | i | 10% | ? | 1.1 | ?
Cc1[nH]nc(N=CC2=C(O)CC(C)(C)CC2=O)c1-c1ccc(Cl)cc1 | 4%&-3% | 0.4%&-0.7% | -3% | 2%&-4% | i | 3% | 24%&-4% | -2.3&-1.9 | -9%&21%
COc1ccc(S(=O)(=O)NCCC(=O)NCc2ccccc2)cc1 | 7% | -0.1% | 0% | -2% | i | 15% | 19% | -6.4 | 1%
COc1ccccc1C(CCN(Cc1cccs1)C(C)=O)c1ccco1 (stereo not drawn) | 4% | 7.3% | 0% | -1% | i | 7% | 2% | 0.6 | -6%
CC1=Nc2ccc(C)c3nc(C)cc(c23)N1c1ccc(C)cc1 | -9% | 3.2% | . | 4% | i | -1% | 12% | 1.3 | 22%
COC[C@H]1CCCN1[C@H]1CS(=O)(=O)N[C@@H]1COCc1ccccc1 | 7% | 0.4% | . | . | i | 7% | . | -0.1 | -13%
COc1cccc2c1O/C(=N\O)C(C(=O)Nc1cccc(C)c1C)C2 (stereo not drawn) | 7% | 0.3% | 1% | 0% | i | 1% | 1% | 0.6 | 4%
CCOc1ccc(C(=O)C[n+]2ccccc2C)cc1 | 12% | -0.7% | -1% | 1% | i | 0% | -14% | -0.5 | 0%
Cc1c(NC(=S)NC(NC(=O)C(C)(C)C)C(Cl)(Cl)Cl)c(=O)n(-c2ccccc2)n1C (stereo not drawn) | 10% | 0.0% | -3% | 17% | i | -12% | 4% | 1.2 | -14%
CN(C)C(=O)c1c(-c2ccccc2)oc2ccc(O)cc12 | 5% | -0.2% | -2% | -6% | i | 1% | -22% | -2.0 | 12%
Cc1ccc(NC(=O)C2CCN(S(=O)(=O)c3cccc4nsnc34)CC2)cc1F | . | -0.9% | . | 14% | . | . | 0% | . | ?
Cc1nc(SCc2ccccc2)c2ccsc2n1 | 12% | ? | 0% | -1% | i | ? | -24% | -1.0 | 0%
O=C(NCC1CCCN1S(=O)(=O)c1cccs1)c1cccc(Cl)c1 (stereo not drawn) | 18% | 0.5% | -1% | -5% | i | -2% | ? | -0.3 | 16%
Cc1cc(C)cc(OC(C)C(=O)Nc2nonc2-c2ccc(Br)cc2)c1 (stereo not drawn) | . | 6.2% | . | 9% | . | . | ? | . | 16µM*

New compounds follow:
Molecule | EPAC2 ag | Nrf2 activator | Mm-Cpn inhibitor | A549 tox | pAkt inh | EPAC2 antagonist | Nrf2 inh | CCT modulator | TGFb SMAD3 inh
CCCn1c(=O)n(N)c2ccccc21 | -2% | 4.7% | 2% | 2% | i | 7% | 8% | -0.2 | -8%
O=C(O)CCCNC(=O)/C(=C\c1ccc(Cl)cc1)NC(=O)c1ccccc1Br | 0% | -0.7%[9.22 µM] | 1% | 1% | i | 10% | 5% | 0.8 | 9%
COc1cc2ccccc2cc1C(=O)Nc1ccc(O)cc1 | 0% | 12% | ? | -3% | i | 4% | ? | -1.3 | ?
Cc1ccc(NC(=O)C2CC(=O)N(c3ccc(OC(C)C)cc3)C2)cc1 (stereo not drawn) | . | 3.0% | . | 3% | . | . | -4% | . | -29%
CCCc1cc(=O)oc2cc(OCC(=O)NCc3ccccn3)ccc12 | 11% | -0.3% | 1% | -4% | i | 3% | 2% | -0.5 | 16%
Cc1ccc(COC(=O)c2cc(S(=O)(=O)N3CCOCC3)ccc2C)cc1 | 12% | 0.4% | -1% | 10% | i | -18% | 16µM* | 0.3 | -3%
Cc1cccc(C(=O)NCc2ccc(S(N)(=O)=O)cc2)c1[N+](=O)[O-] | -5% | 0.2% | -7% | 0% | i | 0% | 13% | 0.0 | -3%
COc1ccc(/C=C/C(=O)Nc2cc(C)on2)cc1 | 0% | 2.0% | -2% | 2% | i | -3% | ? | -0.9 | -16%
Cn1ncc(N=Cc2ccc([N+](=O)[O-])cc2)c1C(=O)N1CCOCC1 | 6% | -0.1% | 1% | ? | i | 2% | 5% | -2.3 | 0%
O=C(NCCc1ccccc1)C1CCCN(S(=O)(=O)c2cccnc2)C1 (stereo not drawn) | 8% | -0.3% | -1% | 7% | i | 15% | -3% | 0.6 | -5%
O=C(NCCc1ccc(F)cc1)c1cccc(NC(=O)c2ccccc2)c1 | 30% | 3.0% | 2% | -10% | i | -1% | -17% | -1.1 | -19%
COc1ccc(S(=O)(=O)NCCc2csc(C)n2)cc1C | 3% | 3.6% | 1% | -7% | i | 9% | -5% | -4.3 | -3%
CCCN1C(=O)c2ccccc2NC1c1ccc(OC)c(CSc2ccccn2)c1 (stereo not drawn) | 2% | -0.1% | 0% | -21% | i | 14µM* | ? | 1.4 | -1%
Cc1c(C(=O)N2CCN(c3ccccc3)CC2)oc2c(Cl)cccc12 | 7% | 4.1% | 1% | 9% | i | -4% | 1% | 1.4 | ?
CN1CCN(c2ccc(NC(=O)c3ccc4ccccc4c3)cc2)CC1 | 6% | -1.3% | -2% | -4% | i | 0% | ? | 0.2 | -1%
CCOc1cccc(-c2c(C(=O)N/N=C(\C)c3cccs3)nnn2-c2nonc2N)c1 | 2% | 14% | 0% | -5% | i | -14% | ? | 1.4 | ?
COc1ccc(OC)c(NC(=O)Cc2coc3ccc(C)cc23)c1 | 7% | 0.9% | 1% | -13%[1.84 µM] | i | -8% | -11% | -2.0 | -3%
Cc1ccc(N(CC(=O)N(C)Cc2ccccc2)S(C)(=O)=O)cc1C | 18% | -0.7% | -2% | 11% | i | -1% | 12% | -1.4 | -2%
CCO/N=C(\C)c1c(O)cc(C(C)C)n(-c2ccccc2)c1=O | 11% | 0.0% | -3% | -5% | i | 1% | 3% | -0.1 | 3%
COc1ccc(OCCCn2cc(/C=C3/C(=N)N4C=C(C)SC4=NC3=O)c3ccccc32)cc1 | 5% | -0.6% | 0% | -2% | i | 9% | 1% | -1.5 | 5%
O=C1CCCc2cc(S(=O)(=O)NCC3CCC(C(=O)NCc4ccc(F)cc4)CC3)ccc2N1 (stereo not drawn) | . | 8.4% | . | 15% | . | . | -4% | . | -5%
O=C(COc1ccccc1)n1nc(-c2ccc(Cl)cc2)nc1NCc1ccco1 | 4% | -0.2% | 2% | ? | . | 12% | -29% | 1.9 | -12%
CN(C)S(=O)(=O)n1cc(/C=C(\NC(=O)c2ccccc2Cl)C(=O)NCCCn2ccnc2)c2ccccc21 | 6% | 0.9%&-0.1% | 0% | -6%&7% | i | -9% | ? | -0.1 | -22%&-7%
COc1ccccc1OCCCOc1ccc([N+](=O)[O-])cc1Cl | 5% | 1.1% | 0% | -2% | i | -1% | . | -0.8 | -5%
Cn1nc(C(=O)Nc2nc3ccccc3[nH]2)ccc1=O | 4% | 6.8% | -1% | 16% | i | 4% | ? | -7.5 | -8%
COc1ccc(C(=S)N(C)C)cc1OC | 8% | 0.2% | ? | 4% | i | 1% | 4% | -3.3 | 9%
CCOC(=O)N1CCN(CC(=O)Nc2ccc(F)c(F)c2)CC1 | 1% | 2.4% | 2% | 1% | i | -19% | 7% | 0.4 | 0%
O=C(NCCOc1ccccc1)c1cc2ccccc2o1 | 4% | -0.3% | . | -4% | i | 6% | ? | 1.1 | 17%

No new results follow: two of the compounds above.
Molecule | EPAC2 ag | Nrf2 activator | Mm-Cpn inhibitor | A549 tox | pAkt inh | EPAC2 antagonist | Nrf2 inh | CCT modulator | TGFb SMAD3 inh
CCOC(=O)N1CCN(CC(=O)Nc2ccc(F)c(F)c2)CC1 | 1% | 2.4% | 2% | 1% | i | -19% | 7% | 0.4 | 0%
O=C(NCCOc1ccccc1)c1cc2ccccc2o1 | 4% | -0.3% | . | -4% | i | 6% | ? | 1.1 | 17%
